LAP4-GFP MLPCN = alters LAP4-GFP fluorescence in TOR pathway yeast screen; GFP response vs DMSO, % at 10 µM; 320,000 tested, 0.34% active; S. cerevisiae LAP4-GFP multiplex, flow cytometry GFP, 3 h; median GFP as percent of DMSO wells; AID 2023;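 active means GFP response vs DMSO above a set limit, about the screen mean plus 3 SD, cut at about 150% in these data; inconclusive means under 70 cell events counted for the yeast strain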
proCasp7 act = activates human procaspase-7, counter-screen for procaspase-3 activators | recombinant procaspase-7, Ac-DEVD-pNA absorbance 405 nm; D23A/D198A/D206A triple mutant, cannot self-cleave; scale: DMSO 0, 5 µM enzyme 100 | 330,000 tested, 0.093% active | activation, % at 8.5 µM | P55210 | AID 463210;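 active means percent activation above the screen-wide mean plus 3 SD, cut at about 25% in these data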
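Test system: Procaspase-7 triple mutant (PC-7 D3A). Also added: Ac-DEVD-pNA substrate, 400 µM as added. Schedule: 1 h enzyme–compound preincubation and 2 h substrate reaction, both 25 °C. Signal: p-Nitroaniline absorbance at 405 nm, read at 0 and 120 min. Control set: low DMSO alone, high DMSO plus 5 µM PC-7.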
proCasp3 act = activates human procaspase-3; P42574; recombinant procaspase-3 D3A, Ac-DEVD-pNA absorbance 405 nm; activation, % at 8.5 µM; 330,000 tested, 0.11% active;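 active means activation above the mean of all tested compounds plus 3 SD, cut at about 21% in these data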;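 further: 0% = DMSO alone and 100% = DMSO wells spiked with extra 5 µM PC-3 D3A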
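Assay system: Procaspase-3 D3A mutant, all three cleavage aspartates alanine. Buffer or medium: Zinc-free HEPES saline buffer with Triton X-100. Times: 1 h compound preincubation, 2 h substrate hydrolysis at 25 °C. Measured by: 405 nm absorbance of p-nitroaniline, reads at 0 and 120 min. Read-out basis: percent activation relative to control range. Replicates: singlicate.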
AHR act = activates the human aryl hydrocarbon receptor | AHR-responsive luciferase reporter cells, luminescence | activation, % at 5 µM | AID 2796 | 320,000 tested, 2.5% active; in the data active means activation above about 47%;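 further: 0% = vehicle wells and 100% = reference agonist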
Target sequence (P35869 whole entry, looked up): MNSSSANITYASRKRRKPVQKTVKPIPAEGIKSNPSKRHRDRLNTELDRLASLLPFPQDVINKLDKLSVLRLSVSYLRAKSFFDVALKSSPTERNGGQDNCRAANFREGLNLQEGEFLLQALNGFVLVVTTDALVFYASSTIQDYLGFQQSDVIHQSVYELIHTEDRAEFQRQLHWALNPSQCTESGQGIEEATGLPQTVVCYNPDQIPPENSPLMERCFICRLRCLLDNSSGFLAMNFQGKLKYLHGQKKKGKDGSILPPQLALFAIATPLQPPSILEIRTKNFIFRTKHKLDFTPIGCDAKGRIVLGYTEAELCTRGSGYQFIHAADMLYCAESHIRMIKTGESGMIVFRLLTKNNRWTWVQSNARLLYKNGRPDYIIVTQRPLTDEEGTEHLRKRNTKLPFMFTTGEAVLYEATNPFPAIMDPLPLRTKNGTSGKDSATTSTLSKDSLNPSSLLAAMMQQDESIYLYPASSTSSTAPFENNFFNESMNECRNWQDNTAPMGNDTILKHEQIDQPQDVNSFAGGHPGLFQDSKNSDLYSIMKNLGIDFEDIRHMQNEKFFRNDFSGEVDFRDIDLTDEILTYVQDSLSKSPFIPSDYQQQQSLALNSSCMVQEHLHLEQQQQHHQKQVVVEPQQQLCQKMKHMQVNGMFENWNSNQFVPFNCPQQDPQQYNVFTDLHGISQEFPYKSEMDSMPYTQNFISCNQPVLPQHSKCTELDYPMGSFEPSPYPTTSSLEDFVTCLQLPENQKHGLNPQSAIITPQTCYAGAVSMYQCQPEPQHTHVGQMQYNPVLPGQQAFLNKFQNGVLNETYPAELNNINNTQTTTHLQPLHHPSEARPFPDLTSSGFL
GASC-1 inh = blocks human GASC-1 demethylase activity. Q9H3R0. GST-JMJD2C(1-420) H3K9me3 demethylation, DELFIA europium. inhibition, % at 2.35 µM. 330,000 tested, 0.069% active. AID 2099;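 active means more than half of a compound's replicate wells show inhibition beyond 50%, single wells judged on their own value; inconclusive means some, but no more than half, of replicates pass 50% inhibition; inactive means no replicate passes 50% inhibition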;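 further: signal counts dimethyl H3K9 product captured on neutravidin plate; 0% = median of DMSO wells and 100% = 0.3 times that DMSO median; strong numbers were not always called active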
CR mimetic SO = lowers age-related superoxide in aged yeast cells. S. cerevisiae aged cells, superoxide DHE fluorescence; stronger effect = lower value. superoxide response (% of plate mean), % at 10 µM. 330,000 tested, 0.18% active;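 active means superoxide response under a set limit, about three screen SD below normal, cut at about 65% in these data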;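 further: yeast aged for seven days with compound at 30 °C before DHE staining; 100% = average MFI of all compound-treated wells on the plate with controls excluded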
MEP2 TOR yeast = modulators of TOR pathway MEP2-GFP in S. cerevisiae; S. cerevisiae MEP2-GFP strain, flow cytometry GFP, 3 h; 100% = DMSO control level; 330,000 tested, 0.51% active; GFP response vs DMSO, % at 10 µM;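 active means GFP response versus DMSO above a set limit, roughly screen mean plus 3 SD, cut at about 180% in these data; inconclusive means fewer than 70 cells counted for a yeast strain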;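 further: median GFP fluorescence of the barcode-gated MEP2-GFP cells per well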
RPL19A TOR yeast = yeast TOR pathway RPL19A-GFP modulation; S. cerevisiae RPL19A-GFP strain, flow cytometry, 3 h; stronger effect = lower value; percent response vs DMSO, % at 10 µM; 330,000 tested, 0.3% active;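 active means percent response vs DMSO below 50%; inconclusive means fewer than 70 events counted for the yeast strain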;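 further: median channel GFP fluorescence of the barcoded RPL19A-GFP strain; ratio of sample median GFP to plate DMSO average so 100% = DMSO; lower means less RPL19A-GFP as with rapamycin TOR inhibition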
* = called active by the depositor; ? = inconclusive; . = no result given.

Labels used below – A = LAP4-GFP MLPCN; B = proCasp7 act; C = proCasp3 act; D = AHR act; E = GASC-1 inh; F = CR mimetic SO; G = MEP2 TOR yeast; H = RPL19A TOR yeast
[1] CCn1cc(C(=O)NCCCN(CC(C)C)CC(C)C)c(=O)c2cc(S(=O)(=O)N(C)C3CCCCC3)ccc21
  A = 90.6	B = -9.4	C = 7.7	D = 0.2	E = 3.3	F = 120.6	G = 105.1	H = 97.1
[2] COc1ccc(N2CCN(CCCNC(=S)Nc3c(C)cccc3C)CC2)cc1
  A = 108.8	B = 1.5	C = -6.3	D = 1.6	E = -4.8	F = 93.1	G = 99.1	H = 97.4
[3] CCc1cccc(C)c1N(C(=O)Cn1c(CO)nc2ccccc21)C(C)COC (stereo not given)
  A = 88.2	B = -0.7	C = 17.5	D = 4.5	E = 0.5	F = 103.4	G = 95.7	H = 102.4
[4] Cc1cc(C)c(OCCN(C)C)c(Cl)c1
  A = 107.0	B = 3.2	C = 6.6	D = 4.9	E = -2.2	F = 91.2	G = 100.3	H = 104.3
[5] Cc1cc(C)n2c(SCC(=O)NCc3ccc4c(c3)OCO4)nnc2n1
  A = 99.8	B = -20.9	C = -18.5	D = -2.6	E = -0.5	F = 116.6	G = 93.2	H = 94.6
[6] CCCCC(=O)NS(=O)(=O)c1ccc(N=NN(CC)CC)cc1
  A = 98.5	B = 0.6	C = -2.2	D = 1.3	E = 1.9	F = 95.3	G = 93.8	H = 99.2
[7] CCOC(=O)N/N=C\c1ccc(C)s1
  A = 102.0	B = 4.3	C = 8.0	D = 22.6	E = -4.8	F = 75.4	G = 106.7	H = 107.0
[8] COc1ccc(/C=C/C(=O)OCC(=O)NC2CCS(=O)(=O)C2)cc1 (stereo not given)
  A = 104.2	B = -2.1	C = -4.9	D = 0.1	E = .	F = 93.5	G = 99.0	H = 98.9
[9] CCn1nnnc1-c1ccc(OC)c(S(=O)(=O)NCc2ccccc2)c1
  A = 94.1	B = 5.0	C = -7.4	D = -1.8	E = -1.1	F = 114.8	G = 98.3	H = 97.2
[10] COc1ccc(-n2c(N)c(C(=O)NCc3ccco3)c3nc4ccccc4nc32)cc1
  A = 95.4	B = 44.2*	C = -5.1	D = -1.4	E = 5.3	F = 105.2	G = 103.8	H = 97.8
[11] CCCCn1nc(C(=O)Nc2cc(C(F)(F)F)ccc2N2CCOCC2)ccc1=O
  A = 94.7	B = -12.6	C = 2.0	D = 5.3	E = -11.2	F = 100.8	G = 96.7	H = 97.0
[12] COc1ccc(NC(=O)[C@@H]2CCCN2S(=O)(=O)c2cccc3cccnc23)cc1
  A = 134.9	B = -4.7	C = 2.7	D = -3.2	E = 4.1	F = 79.9	G = 94.2	H = 98.2
[13] O=C(NCc1ccco1)c1ccc(Cl)c(S(=O)(=O)N2CCCC2)c1
  A = 83.8	B = -9.0	C = -6.8	D = 1.3	E = -2.6	F = 130.8	G = 95.8	H = 89.3
[14] CNC(=O)CCC(=O)Nc1ccc(C)cc1
  A = 96.9	B = -6.1	C = 8.6	D = 8.7	E = -8.6	F = 117.1	G = 97.8	H = 98.7
[15] O=C(O)COc1ccccc1/C=C1\SC(=Nc2ccc(F)cc2)N(c2ccc(F)cc2)C1=O
  A = 90.8	B = 13.1	C = 7.3	D = 1.1	E = 23.9	F = 113.2	G = 73.1	H = 83.3

A run of entries taken from the entries so far, as a working copy:
Labels used below – A = LAP4-GFP MLPCN; B = proCasp7 act; C = proCasp3 act; D = AHR act; E = GASC-1 inh; F = CR mimetic SO; G = MEP2 TOR yeast; H = RPL19A TOR yeast
[1] CCn1cc(C(=O)NCCCN(CC(C)C)CC(C)C)c(=O)c2cc(S(=O)(=O)N(C)C3CCCCC3)ccc21
  A = 90.6	B = -9.4	C = 7.7	D = 0.2	E = 3.3	F = 120.6	G = 105.1	H = 97.1
[2] COc1ccc(N2CCN(CCCNC(=S)Nc3c(C)cccc3C)CC2)cc1
  A = 108.8	B = 1.5	C = -6.3	D = 1.6	E = -4.8	F = 93.1	G = 99.1	H = 97.4
[3] CCc1cccc(C)c1N(C(=O)Cn1c(CO)nc2ccccc21)C(C)COC (stereo not given)
  A = 88.2	B = -0.7	C = 17.5	D = 4.5	E = 0.5	F = 103.4	G = 95.7	H = 102.4
[4] Cc1cc(C)c(OCCN(C)C)c(Cl)c1
  A = 107.0	B = 3.2	C = 6.6	D = 4.9	E = -2.2	F = 91.2	G = 100.3	H = 104.3
[5] Cc1cc(C)n2c(SCC(=O)NCc3ccc4c(c3)OCO4)nnc2n1
  A = 99.8	B = -20.9	C = -18.5	D = -2.6	E = -0.5	F = 116.6	G = 93.2	H = 94.6
[6] CCCCC(=O)NS(=O)(=O)c1ccc(N=NN(CC)CC)cc1
  A = 98.5	B = 0.6	C = -2.2	D = 1.3	E = 1.9	F = 95.3	G = 93.8	H = 99.2
[7] CCOC(=O)N/N=C\c1ccc(C)s1
  A = 102.0	B = 4.3	C = 8.0	D = 22.6	E = -4.8	F = 75.4	G = 106.7	H = 107.0
[8] COc1ccc(/C=C/C(=O)OCC(=O)NC2CCS(=O)(=O)C2)cc1 (stereo not given)
  A = 104.2	B = -2.1	C = -4.9	D = 0.1	E = .	F = 93.5	G = 99.0	H = 98.9
[9] CCn1nnnc1-c1ccc(OC)c(S(=O)(=O)NCc2ccccc2)c1
  A = 94.1	B = 5.0	C = -7.4	D = -1.8	E = -1.1	F = 114.8	G = 98.3	H = 97.2
[10] COc1ccc(-n2c(N)c(C(=O)NCc3ccco3)c3nc4ccccc4nc32)cc1
  A = 95.4	B = 44.2*	C = -5.1	D = -1.4	E = 5.3	F = 105.2	G = 103.8	H = 97.8

Back to the main list with the 2 entries that preceded the break.
Labels used below – A = LAP4-GFP MLPCN; B = proCasp7 act; C = proCasp3 act; D = AHR act; E = GASC-1 inh; F = CR mimetic SO; G = MEP2 TOR yeast; H = RPL19A TOR yeast
[14] CNC(=O)CCC(=O)Nc1ccc(C)cc1
  A = 96.9	B = -6.1	C = 8.6	D = 8.7	E = -8.6	F = 117.1	G = 97.8	H = 98.7
[15] O=C(O)COc1ccccc1/C=C1\SC(=Nc2ccc(F)cc2)N(c2ccc(F)cc2)C1=O
  A = 90.8	B = 13.1	C = 7.3	D = 1.1	E = 23.9	F = 113.2	G = 73.1	H = 83.3
[16] COC(=O)CCC(=O)Nc1nc(-c2ccccc2)cs1
  A = 108.5	B = 3.0	C = 4.4	D = -1.2	E = -13.4	F = 103.9	G = 94.7	H = 99.0
[17] COC(=O)c1sc(NC(=O)C2CCCO2)c(C(=O)OC)c1C (stereo not given)
  A = 111.5	B = 2.9	C = -5.2	D = -0.3	E = -4.0	F = 86.6	G = 90.7	H = 103.3
[18] CC1CCCN(S(=O)(=O)c2ccc(NC(=O)[C@@H]3CCCN3C(=O)c3cccs3)cc2)C1 (stereo not given in full)
  A = 103.9	B = -4.6	C = -3.1	D = 0.0	E = -19.8	F = 114.9	G = 99.1	H = 101.3
[19] CCOc1cc(C2C(C#N)=C(N)OC(C)=C2C(C)=O)cc(Br)c1O (stereo not given)
  A = 101.9	B = 5.3	C = 9.4	D = 1.2	E = 0.8	F = 98.6	G = 97.7	H = 95.7
[20] O=C(Nc1ccc(-c2csc(Nc3ccc(Cl)cc3)n2)cc1)c1cccc(C(F)(F)F)c1
  A = 136.1	B = 2.8	C = 7.3	D = 12.9	E = ?	F = 95.2	G = 90.5	H = 96.4
[21] O=C(NCCN1CCCCC1)c1cc(Cl)ccc1Cl
  A = 101.6	B = -1.1	C = -2.2	D = -0.6	E = -11.0	F = 100.1	G = 115.6	H = 108.8
[22] COC(=O)CCCCCN1C(=O)NC(c2ccccc2)C(C(=O)OCc2ccccc2)=C1C (stereo not given)
  A = .	B = 2.0	C = 3.9	D = 2.9	E = ?	F = .	G = .	H = .
[23] Cc1cc(C)nc(SCc2cc(=O)c(OC(=O)c3ccc(S(=O)(=O)N4CCCC4)cc3)co2)n1
  A = 93.1	B = 5.2	C = 6.0	D = -0.5	E = -14.9	F = 100.1	G = 101.6	H = 102.6
[24] O=C(c1ccco1)N1CCN(C(=O)c2[nH]ncc2[N+](=O)[O-])CC1
  A = 95.7	B = -1.2	C = -5.2	D = 1.2	E = 9.4	F = 105.1	G = 110.8	H = 102.4
[25] Cc1cc2ccccc2n2c(SCC(=O)NCC3CCCO3)nnc12 (stereo not given)
  A = 102.3	B = -7.0	C = -13.4	D = -2.7	E = 1.2	F = 100.1	G = 100.1	H = 94.5
[26] CN(C)c1ccc2c3c(ccc(N(C)C)c13)COC2
  A = 97.4	B = 7.9	C = 0.3	D = 0.4	E = ?	F = 101.7	G = 94.6	H = 95.3
[27] O=C(CNC(=O)c1ccco1)NCc1nc2ccccc2[nH]1
  A = 104.0	B = -5.5	C = -6.2	D = 1.5	E = 7.4	F = 93.3	G = 98.4	H = 96.7
[28] O=C(O)CCc1ccc(-c2cccs2)n1NC(=O)c1ccccc1Br
  A = 104.0	B = -10.1	C = -20.7	D = 1.9	E = 17.3	F = 87.0	G = 105.0	H = 99.7
[29] OC(CNCc1ccccc1)Cn1ccc2ccccc21 (stereo not given)
  A = 96.3	B = -4.5	C = -8.3	D = 3.3	E = -2.6	F = 90.9	G = 108.8	H = 105.9

Screens (PubChem BioAssay)

Outcome played no part in choosing rows; 3.8% or so of the library scored in one or more.
